# High-throughput results: PubChem BioAssay, National Center for Advancing Translational Sciences (NCATS)
# RGS4 inh: human RGS4 inhibition; P49798; Transcreener GDP fluorescence polarization, RGS4-accelerated GTP hydrolysis; Potency, µM (highest dose often 114 µM), without a hit: at the highest dose activity change, negative = inhibition, actives largely listed as inhibitors; hit rate 0.039% among 390,000; AID 504845; further: potency means the concentration at half of the fitted maximal effect; on the % scale 0 is the no-effect control and ±100 the full control effect; nearly all actives have a fitted effect of over 75% in size; some results filed as inactive show a strong effect at the top dose
# Target sequence (P49798 whole entry, looked up): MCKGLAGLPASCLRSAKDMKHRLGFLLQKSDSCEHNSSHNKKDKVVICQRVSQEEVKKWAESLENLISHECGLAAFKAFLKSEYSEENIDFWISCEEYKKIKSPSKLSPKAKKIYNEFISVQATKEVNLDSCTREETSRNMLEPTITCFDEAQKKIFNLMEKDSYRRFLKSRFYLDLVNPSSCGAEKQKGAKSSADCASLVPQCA
#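 MLSMR compounds (23 nl, pin-transferred) preincubated 10 min at room temperature with a 500nM (2x) first reagent, then RGS4 at 900nM (2x) plus Transcreener GDP mix added; fluorescence polarization (620/688 nm) read before and after 90 min at 30 °C.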
# Vif-APOBEC3G blk: blocks the Vif interaction with human APOBEC3G; Q9HC16; HeLa A3G-eYFP + Vif (tagged APOBEC3G with the HIV-1 protein that degrades it), YFP fluorescence, overnight; Potency, µM (top dose mostly 46.1 µM), without a hit: at the highest dose activity, negative = active, actives largely listed as inhibitors; hit rate 0.076% among 410,000; AID 602310;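 further: potency means the concentration at half of the fitted maximal effect; on the % scale 0 is the no-effect control and ±100 the full control effect; nearly all actives have a fitted effect of over 60% in size; hits raise eYFP signal because A3G escapes Vif-driven loss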
# Target sequence (Q9HC16 whole entry, looked up): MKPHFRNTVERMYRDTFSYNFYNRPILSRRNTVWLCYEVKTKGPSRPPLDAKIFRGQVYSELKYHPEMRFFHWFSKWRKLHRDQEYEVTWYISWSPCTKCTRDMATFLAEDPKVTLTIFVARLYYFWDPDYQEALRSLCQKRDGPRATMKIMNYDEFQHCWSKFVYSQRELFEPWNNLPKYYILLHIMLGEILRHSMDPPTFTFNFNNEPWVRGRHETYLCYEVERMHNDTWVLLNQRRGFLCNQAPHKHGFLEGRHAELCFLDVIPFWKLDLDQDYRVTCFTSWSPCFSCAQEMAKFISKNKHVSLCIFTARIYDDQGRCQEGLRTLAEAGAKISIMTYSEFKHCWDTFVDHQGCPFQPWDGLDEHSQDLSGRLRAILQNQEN
#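 HeLa cells stably expressing Vif and C-terminally eYFP-tagged A3G, seeded overnight at 37 deg C, then exposed to compound by pintool overnight at 37 deg C. Rise in yellow fluorescence (Ex 488/Em 500-530, Acumen) marks blocked Vif-driven A3G degradation.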
# D2 agonist: activates the human D2 dopamine receptor; P14416; HEK293 T-REx D2 cells, calcium flux agonist mode; activation, % at 2 µM; hit rate 0.53% among 340,000;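 active means activation over 3 SD above normal in the single-dose calcium agonist read, cut at about 30% in these data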; further: 0% is about no effect
# Target sequence (P14416 whole entry, looked up): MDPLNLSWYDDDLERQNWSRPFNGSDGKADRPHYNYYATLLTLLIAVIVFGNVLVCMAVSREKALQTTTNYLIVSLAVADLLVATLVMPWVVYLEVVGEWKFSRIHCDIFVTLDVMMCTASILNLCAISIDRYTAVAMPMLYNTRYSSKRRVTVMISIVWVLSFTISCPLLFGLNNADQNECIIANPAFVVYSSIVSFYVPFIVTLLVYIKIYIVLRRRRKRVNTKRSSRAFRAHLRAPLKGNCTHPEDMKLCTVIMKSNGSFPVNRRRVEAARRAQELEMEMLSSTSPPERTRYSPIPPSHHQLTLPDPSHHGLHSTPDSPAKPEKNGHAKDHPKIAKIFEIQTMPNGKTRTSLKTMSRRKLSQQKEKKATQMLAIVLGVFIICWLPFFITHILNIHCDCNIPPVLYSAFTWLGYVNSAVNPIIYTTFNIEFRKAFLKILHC
#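 Agonism is scored from calcium flux in a force-coupled, inducible HEK293 cell line expressing D2, read kinetically for 180 s after compound addition against dopamine controls.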
# 12-LOX inh: inhibitors of human 12S-lipoxygenase ALOX12 | Potency, µM (top dose mostly 108 µM), for the others: at the highest dose activity change, negative = inhibition, usual class: inhibitors | purified 12hLO, xylenol orange hydroperoxide absorbance | hit rate 1.1% among 580,000; further: potency means the concentration at half of the fitted maximal effect; on the % scale 0 is the no-effect control and ±100 the full control effect
#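 Purified human 12hLO at 150 nM in 25 mM Hepes, 0.01% Triton X-100, pH 7.0, preincubated 15 min at room temperature with compound. Reaction started with 40 uM arachidonic acid, 30 min at room temperature. Hydroperoxide measured by Fe-xylenol orange, 573/405 nm absorbance ratio.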
# GRP78 ERSR act: induces the endoplasmic reticulum stress response in human glioma cells | U87-MG GRP78 promoter luciferase reporter, 16 h | Potency, µM, for the others: at the top dose activation, hits mostly activators | hit rate 0.02% among 420,000; further: potency means the concentration at half of the fitted maximal effect; series mostly up to about 76 µM; % of control where 0% means no effect; nearly all actives have a fitted effect of over 35% in size
#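 Stably transfected U87-MG human glioma cells carrying a GRP78-based luminescent sensor were seeded at 1000 cells/well, pin-dosed with compounds and incubated 16 h. Luciferase reagent was then added, and end-point luminescence was read after 10 min at room temperature.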
# Vif-APOBEC3F blk: blocks the Vif interaction with APOBEC3F; HeLa A3F-eYFP + Vif (tagged APOBEC3F with the HIV-1 protein that degrades it), YFP fluorescence increase; Potency, µM (doses to about 46.1 µM), for the others: at the highest dose activity, negative = active; hit rate 0.2% among 390,000; further: potency means the concentration at half of the fitted maximal effect; % of control where 0% means no effect; nearly all actives have a fitted effect of over 65% in size
#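 HeLa cells stably expressing A3F-eYFP plus Vif, plated and incubated overnight at 37 deg C, then exposed to compounds overnight at 37 deg C. Blocked degradation read as raised yellow fluorescence (Ex 488/Em 500-530).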
# LDHA inh: inhibitors of human lactate dehydrogenase A | P00338 | activity change, % (values are at about 110 or 230 µM) | purified LDHA, NADH/diaphorase-resazurin fluorescence; stronger effect = lower value | hit rate 0.15% among 480,000 | AID 1347041; in the data active means activity change below about -30%; inconclusive means mostly about -25% to -30%;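 further: plate controls were DMSO wells for no effect and wells without enzyme for full effect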
#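 LDH5 2 nM; NADH 0.06 mM, pyruvate 0.2 mM; 200 mM Tris pH 7.4, EDTA, Tween-20; 5 min RT. Detection: diaphorase 0.133 mg/mL + resazurin 37 µM, fluorescence ex540/em590 at 0 and 20 min; normalized to enzyme-free and DMSO wells.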
# ERG Ets-DNA blk: blocks human ERG Ets domain binding to DNA | hit rate 0.028% among 370,000 | AID 624246 | Potency, µM (doses to about 76.9 µM), for the others: at the top dose FP activity, negative = inhibition, most hits filed as inhibitors | fluorescence polarization, His-ERG Ets domain / labelled DNA | P11308; active means well fitted inhibition curve with a large enough effect in the polarisation, with a control signal flat; inconclusive means small, poorly fitted or top-dose-only effect, or effect the other way, or a change in a side signal; inactive means no such curve, though single readings can be large or run the other way; the % refers to the polarisation;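 further: polarization taken with two DNA probes labelled with fluorescein and Texas red; potency means the concentration at half of the fitted maximal effect; % of control where 0% means no effect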
#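 His-tagged ERG Ets domain (1 uM in the protein solution; 300mM KCl, 50mM Tris-HCl, 1mM EDTA, 1mM DTT, pH 7.5) received compound, then a probe mix of 5 nM fluorescein-DNA and 100nM Texas-615-DNA. Fluorescence polarization was read for both dyes.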
# D2 antagonist: D2 dopamine receptor (human) antagonism; P14416; HEK293 TREx D2 cells, calcium flux, dopamine EC80; inhibition, % at 10 µM; hit rate 2% among 340,000; AID 485344; in the data active means inhibition above about 30%; further: 0% is about no effect
#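 Cells plated overnight at 30 C with tetracycline; no-wash calcium dye, 30–90 min RT; 10 s baseline; compound pinned; 180 s read; EC80 dopamine added; another 180 s read.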
# * marks the source's active call; other numbers are inactive results; ? = inconclusive; . = not tested or not shown; & = joins results of further samples; [ ] = dose if it differs, or a comment. Unless noted, the call rests on the fitted dose curve; in most records, active means well fitted curve in the direction sought with a large enough effect; inconclusive means small, poorly fitted or top-dose-only effect, or another doubt; inactive means no such curve, though single readings can be large; an effect the other way counts as inactive or inconclusive.
No. | mol | RGS4 inh | Vif-APOBEC3G blk | D2 agonist | 12-LOX inh | GRP78 ERSR act
1 | CCc1ccc(-c2cc(C(=O)N3N=C(C(F)F)CC3(O)C(F)F)c3ccccc3n2)cc1 (stereo not drawn) | 13% | ? | 0.6 | 1% | ?
2 | COc1ccc2[nH]c3c(=O)n(CCCN4CCOCC4)cnc3c2c1 | 49% | -3% | 0.4 | -6% | -3%
3 | COc1ccc(N2CCN(C(=O)CSc3nnc4ncccn34)CC2)cc1 | -22% | 1% | -0.3 | -29% | -2%
4 | O=C(Nc1ncccc1O)c1ccc(S(=O)(=O)Nc2ccccc2)cc1 | 4% | -12% | -1.5 | -26% | ?
5 | O=c1c2oc3ccccc3c2n(Cc2ccccc2)c(=O)n1Cc1ccco1 | -1% | 3% | 0.2 | -1%&-15% | -2%
6 | COC(=O)c1nnn(-c2nc(N3CCOCC3)nc(N3CCOCC3)n2)c1C | 0% | 4% | 3.1 | -7% | -5%
7 | Cc1[nH][nH]c(=O)c1C(c1ccc(-c2ccccc2C(=O)O)o1)c1c(C)[nH][nH]c1=O | ? | -1% | . | ? | -4%
8 | O=C(OCC1CCCO1)c1ccc2c(c1)N(Cc1ccc(F)cc1)C(=O)c1ccccc1S2(=O)=O (stereo not drawn) | -2% | -2% | 0.3 | -39% | -3%
9 | O=C(COC(=O)c1cccc(S(=O)(=O)NCc2ccccc2)c1)NC1CC1 | -13% | 3% | . | 13% | -5%
10 | COc1ccc(NC(=O)Nc2nnc(-c3cccs3)s2)cc1 | 3%[11.4 µM] | -9% | -0.1 | 1% | 16%

No. | Vif-APOBEC3F blk | LDHA inh | ERG Ets-DNA blk | D2 antagonist
1 | ? | 3 | 1% | -11
2 | 3% | -1 | -8% | 1
3 | -6% | 13 | 3% | -11
4 | ? | -5 | -2% | -1
5 | -2% | 5&3 | 3% | .
6 | ? | -2 | -2% | 4
7 | 0% | 6 | -1% | .
8 | 4% | -4 | -4% | .
9 | 10% | -4 | 1% | .
10 | -10% | -1 | 13% | 2

# Limited to Vif-APOBEC3G blk, ERG Ets-DNA blk and Vif-APOBEC3F blk, for some of the entries so far:
item | mol | Vif-APOBEC3G blk | ERG Ets-DNA blk | Vif-APOBEC3F blk
7 | Cc1[nH][nH]c(=O)c1C(c1ccc(-c2ccccc2C(=O)O)o1)c1c(C)[nH][nH]c1=O | -1% | -1% | 0%
8 | O=C(OCC1CCCO1)c1ccc2c(c1)N(Cc1ccc(F)cc1)C(=O)c1ccccc1S2(=O)=O (stereo not drawn) | -2% | -4% | 4%
9 | O=C(COC(=O)c1cccc(S(=O)(=O)NCc2ccccc2)c1)NC1CC1 | 3% | 1% | 10%
10 | COc1ccc(NC(=O)Nc2nnc(-c3cccs3)s2)cc1 | -9% | 13% | -10%

# Going on with the list:
No. | mol | RGS4 inh | Vif-APOBEC3G blk | D2 agonist | 12-LOX inh | GRP78 ERSR act
11 | CC(C)NC(=O)C1CCN(C2CCN(C(=O)c3ccc4cccc(F)c4n3)CC2)CC1 | -6% | 0% | 1.4 | -11% | -5%
12 | COc1cccc(/C=N/Nc2ncnc(Cl)c2N)c1O | -18% | -10% | -0.2 | -20% | -1%
13 | COc1cc(OC)cc(C(=O)NNc2nc3cc4c(cc3s2)OCO4)c1 | -29% | -2% | 1.6 | -4% | -1%
14 | CSc1nnc(CNS(=O)(=O)c2ccc(Br)cc2)n1C | -3% | 5% | 0.3 | -2% | -2%
15 | Cc1ccc(Cn2c(N3CCCCCC3)nc3c2c(=O)[nH]c(=O)n3C)cc1 | 32% | -2% | 0.4 | 379%[activator] | 0%
16 | CCOc1ccc(CCNC(=O)COC(=O)c2[nH]c(C)c(C(C)=O)c2C)cc1OCC | . | -19% | . | -1% | 3%
17 | CN(Cc1ccccc1)C(=O)c1cccc(NC(=O)C2CCCN(C(=O)OC(C)(C)C)C2)c1 (stereo not drawn) | -4% | 5% | . | 0% | -4%
18 | Cc1ccc(Nc2nc3ccccc3n3cnnc23)c(Cl)c1 | -18% | -5% | -1.5 | 22% | 0%
19 | O=C(CC1C(=O)NCCN1C(=O)Nc1ccccc1)Nc1ccc(F)cc1 (stereo not drawn) | 7% | 0% | 1.0 | -13% | -5%
20 | Cc1ccc(N2CC(C(=O)Nc3ccc(S(=O)(=O)Nc4nccs4)cc3)CC2=O)cc1 (stereo not drawn) | -13% | 2% | 0.5 | ? | -5%

No. | Vif-APOBEC3F blk | LDHA inh | ERG Ets-DNA blk | D2 antagonist
11 | 7% | -3 | -6% | 14
12 | ? | -2 | 3% | -10
13 | -10% | 2 | -7% | -13
14 | 3% | -2 | -2% | 7
15 | -3% | -6 | -2% | 0
16 | -6% | -3 | . | .
17 | -1% | 1 | 11% | .
18 | -5% | -8 | 5% | -2
19 | 17% | -10 | 7% | -1
20 | 0% | -1 | -10% | -11

# Other results
No. | mol | RGS4 inh | Vif-APOBEC3G blk | D2 agonist | 12-LOX inh | GRP78 ERSR act
21 | Cc1ccc(Nc2nnc(-c3ccc(C)c(S(=O)(=O)N4CCN(C)CC4)c3)c3ccccc23)cc1 | -2% | -6% | 1.9 | -13% | 0%
22 | COc1ccc(C2C3C=CCC(c4cccc(-c5ccc(C)cc5)c4)C3C(=O)N2Cc2ccccc2)cc1Cl (stereo not drawn) | -45%&6% | 3%&3% | -0.1 | ? | -1%&-2%
23 | CC1(C(=O)NNC(=O)C2CCCCC2)CC1(Cl)Cl (stereo not drawn) | -2% | -2% | -0.1 | 381%[activator] | -1%
24 | Clc1ccc(Nc2cc(-c3ccccc3)nc3ncnn23)cc1 | -1% | -11% | 1.4 | 181%[activator] | -2%
25 | CCOC(=O)Cc1csc(N)n1 | 28% | 0% | 0.7 | 7% | -3%
26 | CCNc1c(C(=O)O)ccc2c1C(=O)c1ccccc1C2=O | -10% | -9% | -0.3 | 6% | -6%
27 | CN(C)c1ccc(-c2nc3cnccn3c2Nc2ccc3c(c2)OCCO3)cc1 | -24% | -1% | 0.3 | -3% | 3%
28 | CCc1cccc(C)c1NC(=O)CN1CCCN(Cc2ccccc2Cl)S1(=O)=O | 30% | 4% | -0.2 | -12% | -2%
29 | CCN(Cc1ccccc1)S(=O)(=O)c1ccc(C(=O)N(CCCN(C)C)c2nc3c(C)c(C)ccc3s2)cc1 | 6% | -4% | -0.4 | ? | -11%
30 | Cc1ccc(CNC(=O)CCc2nc3cccnc3n2Cc2ccccc2)cc1 | -1% | 3% | -0.9 | -10% | -4%

No. | Vif-APOBEC3F blk | LDHA inh | ERG Ets-DNA blk | D2 antagonist
21 | -17% | -16 | 7% | .
22 | 0% | -2 | -21% | -6
23 | -16% | -12 | 0% | -3
24 | 13% | -6 | -2%[15.4 µM] | 7
25 | -4% | -8 | -16% | 12
26 | 2% | 2 | 11% | 4
27 | 5% | -1 | -4% | 5
28 | 9% | -14 | 0% | .
29 | -1% | -6 | 8% | 7
30 | -1% | -1 | -2% | .

# Single entries from the list.
# Under ERG Ets-DNA blk, CCc1cccc(C)c1NC(=O)CN1CCCN(Cc2ccccc2Cl)S1(=O)=O has 0%
# Under RGS4 inh, COc1ccc(C2C3C=CCC(c4cccc(-c5ccc(C)cc5)c4)C3C(=O)N2Cc2ccccc2)cc1Cl (stereo not drawn) has -45%&6%

# Other entries
No. | mol | RGS4 inh | Vif-APOBEC3G blk | D2 agonist | 12-LOX inh | GRP78 ERSR act
31 | c1ccc2oc(-c3csc(NCC4CCCO4)n3)cc2c1 (stereo not drawn) | -18% | -5% | 1.7 | ? | -6%
32 | CCOP(=O)(c1ccccc1)c1nc(-c2ccccc2C)oc1NCc1ccccc1 (stereo not drawn) | -1% | -1% | -0.4 | ? | 0%
33 | COc1ccc(-c2cc(C(=O)O)c3ccccc3n2)c(OC)c1 | -13% | -2% | -2.5 | ? | 0%
34 | OC(Cn1cncn1)c1ccc(Cl)cc1 (stereo not drawn) | -29% | 8% | -1.0 | 0% | 1%
35 | CCN1CCN(C(c2ccc(SC)cc2)c2c(O)cc(C)n(CCOC)c2=O)CC1 (stereo not drawn) | -16% | 1% | -0.3 | ? | -3%
36 | CCN(CC)c1ccc(CN(C(=O)c2cc(OC)c(OC)c(OC)c2)C2CCS(=O)(=O)C2)cc1 (stereo not drawn) | -17% | 1% | -0.2 | -9% | -10%
37 | O=C(c1nc(-c2ccc(Cl)cc2)n2c1CCCCC2)N1CCN(c2ccccc2F)CC1 | -3% | -5% | 0.8 | -16% | -2%
38 | Cc1cc(C)cc(-n2c(C)cc(C(=O)CSc3nnnn3C)c2C)c1 | -10% | -4% | . | 18% | -1%
39 | COc1ccccc1CNC(=O)C(C)Oc1ccccc1 (stereo not drawn) | -14% | 0% | 0.0 | 11% | -3%

No. | Vif-APOBEC3F blk | LDHA inh | ERG Ets-DNA blk | D2 antagonist
31 | 10% | -1 | -1% | 1
32 | 2% | -4 | -1% | 2
33 | 2% | -2&-4 | -2% | 15
34 | -3% | 10 | -6% | -8
35 | -6% | -1 | -1% | .
36 | 1% | -5 | 1% | 1
37 | 1% | -1 | 0% | .
38 | -2% | 0 | 6% | .
39 | 1% | -6 | 11% | 4

# The list is partial; the hit share may differ from the screen's.
